# GPR151 activ = human GPR151 activation | Q8TDV0 | PathHunter beta-arrestin GPR151 cells, luminescence | activation, % at 11.2 µM | 650,000 tested, 1% active | AID 1508602; in the data active means activation above about 4.9%;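 further: 0% = median of compound wells and 100% = cells with positive control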
# Target sequence (Q8TDV0 whole entry, looked up): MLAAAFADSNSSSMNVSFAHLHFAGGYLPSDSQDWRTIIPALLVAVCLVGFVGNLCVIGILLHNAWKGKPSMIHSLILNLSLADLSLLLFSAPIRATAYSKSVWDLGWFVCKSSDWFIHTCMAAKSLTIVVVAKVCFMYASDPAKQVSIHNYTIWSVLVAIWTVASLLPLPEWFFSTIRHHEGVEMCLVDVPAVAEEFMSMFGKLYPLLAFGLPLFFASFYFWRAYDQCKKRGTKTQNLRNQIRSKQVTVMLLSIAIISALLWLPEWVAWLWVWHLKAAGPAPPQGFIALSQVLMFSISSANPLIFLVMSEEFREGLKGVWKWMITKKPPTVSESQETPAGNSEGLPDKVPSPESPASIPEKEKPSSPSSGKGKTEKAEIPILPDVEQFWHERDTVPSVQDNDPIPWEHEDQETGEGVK
# FBW7 activator = human FBW7 E3 ligase activation, primary screen | Q969H0 | AlphaScreen FBW7–phospho-cyclin E peptide binding, activator screen | normalized activity (activation), % at 26.1 µM | 650,000 tested, 0.13% active | AID 1259310; in the data active means normalized activity above about 1.9%;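 further: purified mutant Fbw7 with reduced substrate affinity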
# MITF primary = human MITF inhibition, primary screen. AlphaScreen MITF homodimerization, bead proximity signal. inhibition, % at 2.6 µM. 650,000 tested, 0.91% active; in the data active means inhibition above about 50%;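 further: 0% = vehicle wells with protein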
# Target sequence (O75030 whole entry, looked up): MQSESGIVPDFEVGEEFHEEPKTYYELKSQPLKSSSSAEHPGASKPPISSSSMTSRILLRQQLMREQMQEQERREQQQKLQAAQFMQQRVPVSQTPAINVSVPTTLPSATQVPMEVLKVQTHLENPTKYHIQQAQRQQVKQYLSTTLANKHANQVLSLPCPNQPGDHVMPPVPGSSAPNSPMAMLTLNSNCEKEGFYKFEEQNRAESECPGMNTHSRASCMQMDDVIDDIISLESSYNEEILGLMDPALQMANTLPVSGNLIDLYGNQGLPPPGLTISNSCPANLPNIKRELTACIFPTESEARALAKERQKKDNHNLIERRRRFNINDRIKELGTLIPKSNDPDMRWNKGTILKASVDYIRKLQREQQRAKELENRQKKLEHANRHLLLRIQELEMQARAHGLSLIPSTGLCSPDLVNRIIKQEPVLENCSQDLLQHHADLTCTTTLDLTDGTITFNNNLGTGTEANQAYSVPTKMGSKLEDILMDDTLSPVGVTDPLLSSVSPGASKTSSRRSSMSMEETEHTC
# TEAD-YAP inh = TEAD-YAP interaction inhibition. inhibition, % at 9.12 µM. 640,000 tested, 1.4% active. HEK-TIYL cells, TEAD-Gal4/YAP UAS-luciferase luminescence; in the data active means inhibition above about 32%;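 further: 0% = median of test compound wells and 100% = reference inhibitor wells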
# * hit, by the source's call. Random draw from the library; any-hit rate near 3.5%.
# Preview (3 entries):
SMILES,GPR151 activ,FBW7 activator,MITF primary,TEAD-YAP inh
CN=C(Nc1ccc(C(=O)OC)cc1)SC1CC(=O)N(c2ccccc2F)C1=O (stereo not drawn),0.2,0.3,-7,-6
Cc1ccc(-c2cnn(-c3ccc(C#N)cc3)c2)cc1,0.0,-0.1,-11,-54
CCCS(=O)(=O)N1CCN(C(C)CC)CC1 (stereo not drawn),2.3,-0.1,52*,-3

# The whole of this part, from the first entry:
SMILES,GPR151 activ,FBW7 activator,MITF primary,TEAD-YAP inh
CN=C(Nc1ccc(C(=O)OC)cc1)SC1CC(=O)N(c2ccccc2F)C1=O (stereo not drawn),0.2,0.3,-7,-6
Cc1ccc(-c2cnn(-c3ccc(C#N)cc3)c2)cc1,0.0,-0.1,-11,-54
CCCS(=O)(=O)N1CCN(C(C)CC)CC1 (stereo not drawn),2.3,-0.1,52*,-3
Cc1cc(C)c(OCCOCCN2CCNCC2)c(Br)c1,-0.5,-0.4,49,0
CCC(=O)N1N=C2c3cc(OC)ccc3CCC2C1c1ccc(F)cc1 (stereo not drawn),0.3,-0.1,-9,-11
CCCNc1nc(N2CCC(N3CCOCC3)CC2)nc2c1ncn2CCN1CCCC1=O,-1.5,0.0,6,-2
FC(F)(F)c1ccc(CN2CCc3nnc(C4CCCO4)n3CC2)cc1 (stereo not drawn),-0.7,0.2,8,10
CCn1c2ccccc2c2nnc(SCC(=O)Nc3cccc(NC(=O)CSc4nnc5c6ccccc6n(CC)c5n4)n3)nc21,-1.7,-0.1,3,-12
OC(COc1ccccc1)CN1CCOCC1 (stereo not drawn),-0.2,-0.1,-1,1
CC1CN(C)CCC1CCc1ccc(NC(=O)Cn2cnc3ccccc3c2=O)cc1 (stereo not drawn),2.2,-0.1,-5,7
O=C(CCCc1ccccc1)Nc1ccc(F)cc1F,0.2,0.3,-5,-48
CC1=C(C(=O)OC(C)C(C)(C)C)C(c2ccc(Cl)cc2)NC(=O)N1 (stereo not drawn),-1.2,0.0,4,-13
COc1cccc(C(=O)Nc2cccc(-c3nc4cc(C)cc(C)c4o3)c2)c1,-0.8,-0.1,-19,1
O=c1[nH]c(Nc2nc3ccccc3o2)nc2ccccc12,-2.1,1.2,26,-23
CS(=O)(=O)N(CC(=O)Nc1cccc(Cl)c1)c1ccccc1,0.9,0.1,2,4
CC1CN(CCNC(=O)Cc2ccc3c(c2)OCO3)Cc2ccccc2O1 (stereo not drawn),-0.9,0.0,5,3
O=C1Cc2ccccc2C2(CCN(Cc3cccc(Cl)c3)CC2)N1,0.4,0.0,18,6
Cc1ccc(S(=O)(=O)NCC(=O)OCC(=O)c2ccc(Cl)cc2)cc1,0.0,0.0,9,2
COc1cccc(CN2CCC(C(=O)NC3CCCC3)CC2)c1,2.0,0.0,28,9
COc1ccc(S(=O)(=O)N2CCC(C(=O)c3ccc4c(c3)OCCO4)CC2)cc1,1.5,0.0,17,6
O=C(NCc1cccnc1)Nc1ccc(F)cc1F,-0.7,-0.1,-8,-12
COc1cc(-c2ccc(NC(=O)CSc3ccccn3)c(OC)c2)ccc1NC(=O)CSc1ccccn1,0.6,0.1,11,3
CCOC(=O)N1CCC(NC(=O)Cn2ncn3nc(-c4ccco4)cc3c2=O)CC1,1.0,-0.1,16,3
O=C(CCc1ccccc1)N1CCC[C@@H]1Cn1nc(-c2cccs2)ccc1=O,0.7,0.0,-4,-4
CCC(NS(=O)(=O)c1cc(OC)ccc1OC)C12CC3CC(CC(C3)C1)C2 (stereo not drawn),0.6,-0.1,-4,0
CC(C)Cc1ccc(CN2CCc3nnc(CNC(=O)C4CCC(=O)N4)n3CC2)cc1 (stereo not drawn),-0.1,0.0,4,-2
Oc1ccc(CCNc2nc(Nc3ccccc3)nc3nc[nH]c23)cc1,-0.3,-0.1,7,52*
CCCCOC(=O)C1=C(C)NC2=C(C(=O)CCC2)C1c1ccc(OC)c(Br)c1 (stereo not drawn),1.1,0.1,12,4
COc1ccc(C(NC(=O)C2CCN(C(=O)c3ccccc3)CC2)c2ccccn2)cc1 (stereo not drawn),0.6,0.0,16,9
Cc1ccc(-c2noc(CN(C(=O)c3ccc(F)cc3)C(C)C)n2)cc1,0.6,-0.1,-9,-7

# Profiles, quoted from the list. Values in the order: GPR151 activ	FBW7 activator	MITF primary	TEAD-YAP inh
# Shown for Oc1ccc(CCNc2nc(Nc3ccccc3)nc3nc[nH]c23)cc1 = -0.3	-0.1	7	52*
# Shown for Cc1ccc(-c2noc(CN(C(=O)c3ccc(F)cc3)C(C)C)n2)cc1 = 0.6	-0.1	-9	-7
# Shown for CC(C)Cc1ccc(CN2CCc3nnc(CNC(=O)C4CCC(=O)N4)n3CC2)cc1 (stereo not drawn) = -0.1	0.0	4	-2
# Shown for OC(COc1ccccc1)CN1CCOCC1 (stereo not drawn) = -0.2	-0.1	-1	1

# Continuation.
SMILES,GPR151 activ,FBW7 activator,MITF primary,TEAD-YAP inh
O=C(CSc1nc2ccccc2s1)Nc1ccc(-c2nc3cc(NC(=O)CSc4nc5ccccc5s4)ccc3o2)cc1,0.9,-0.2,13,5
CCC1(C2CCN(CC3CC=CCC3)CC2)NC(=O)N(CCc2scnc2C)C1=O (stereo not drawn),2.6,0.0,-1,3
CN(C)C(=O)CSc1nc(-c2ccccc2)nc2c1CCCC2,-0.2,0.1,9,4
Cc1ccc(C(=O)NNC(=O)c2ccncc2)cc1,-1.7,0.0,-3,6
CCCc1ccc(S(=O)(=O)N2CCN(c3ncccn3)CC2)cc1,-1.8,0.1,8,1
O=C(/C=C/c1ccccc1)NC(=S)NNC(=O)c1ccco1,-1.4,-0.6,4,-28
Cc1cccc(NC(=O)COc2ccccc2Cl)c1C,0.4,0.4,8,-8
CCCN1CCC2(CC1)NC(=O)N(CC(=O)NCCc1ccc(OC)c(OC)c1)C2=O,-0.2,2.7*,15,8
COc1ccc(N(C(=O)c2cccc(C)c2)C2C=CS(=O)(=O)C2)cc1 (stereo not drawn),0.0,0.3,1,2
CCOC(=O)c1c(N2C(N)=C(C#N)C(c3ccc(F)cc3)C3=C2CC(C)(C)CC3=O)sc2c1CCCC2 (stereo not drawn),0.3,0.0,14,2
Cc1cc(C)c2nc3s/c(=C/c4ccc(O)cc4)c(=O)n3c2c1,-1.6,0.1,5,0
Cc1ccc(Nc2cc(C#N)c(C#N)cc2[N+](=O)[O-])cc1,-0.7,-0.2,-4,15
Cc1c(NC(=O)CCCOc2ccc(Br)cc2)c(=O)n(-c2ccccc2)n1C,2.1,0.1,5,5
O=C1c2ccccc2C2SCC(O)c3ccsc3CN12 (stereo not drawn),-0.1,-0.1,-5,-14
Cc1cc(NC(=O)CSCC(=O)OCC(=O)/C=C2\N(C)c3ccccc3C2(C)C)no1,0.0,-0.1,3,-4
NC(=O)C[n+]1cccc(NC(=O)c2ccccc2)c1,2.0,0.0,0,1
Cc1ccc(C(C)(C)C)cc1S(=O)(=O)NCCCC(=O)O,-0.6,-0.2,4,7
COc1ccc2[nH]c(=O)c(C(c3nnnn3C(C)(C)C)N3CCC(O)CC3)cc2c1 (stereo not drawn),-0.3,1.3,-1,16
O=C(Oc1ccc(N2C(=O)C3CC=CCC3C2=O)cc1)c1ccccc1 (stereo not drawn),-0.6,0.1,-8,3
CC(C)(C)c1cc(C(=O)Nc2nnc(CCSc3ccc4ccccc4c3)s2)cc(C(C)(C)C)c1,0.1,0.3,2,-5
O=C1CSC(c2ccc3c(c2)OCO3)N1c1ccc(Oc2ccccc2)cc1 (stereo not drawn),-0.4,-0.2,-5,-1
COc1cccc(C(=O)Nc2ccc(Nc3cc(-n4cccn4)ncn3)cc2)c1,1.5,0.1,-6,68*
CCS(=O)(=O)N1CC=C[C@H]1C(=O)NCc1ccc(OC)cc1,-0.4,-0.1,1,9
COc1ccc(/C=C(\NC(=O)c2ccco2)C(=O)NCc2ccco2)cc1,1.1,0.2,15,-6
COc1ccc(CCNC(=O)C(=O)N2CCCCCC2)cc1OC,0.7,-0.1,-7,-4
COC(=O)C1=C(C)N(CC(C)C)C(=O)/C1=C\c1ccc([N+](=O)[O-])cc1,3.3,0.0,3,-5
COc1ccc(C(=O)NC(C)C2COc3ccccc3O2)cc1 (stereo not drawn),-1.1,0.1,8,-29
NC(=O)c1cccc(Nc2nccc3ccccc23)n1,-1.6,0.5,17,5
CC(C)c1ccc(C2C3=C(CC(C)(C)CC3=O)Nc3c2c(=O)n(C)c(=O)n3C)cc1 (stereo not drawn),1.7,0.1,5,1
Cc1ccc(-n2nnc3c(=O)n(CC(=O)N4CCc5ccccc54)cnc32)cc1,0.4,-0.1,15,7
CCc1cc2cc3c(cc2n2c(=O)n(Cc4nccc(OC)c4OC)nc12)OCO3,-0.1,1.4,11,4
CCOC(=O)c1nnc(Cc2cccc(Cl)c2)o1,0.1,0.1,0,1
O=C(N/N=C/c1ccc(Cl)cc1Cl)c1cc(O)c(O)c(O)c1,-0.1,0.2,1,19
CCOC(=O)CSc1nc(C)c(C(=O)Nc2ccccc2)c(-c2ccc(OC)cc2)c1C#N,1.5,0.0,7,4
O=C(COc1ccccc1)Nc1cc(=O)[nH]c(=O)[nH]1,-0.6,-0.2,6,-4
C/C(=N\NC(=O)c1cccc(Br)c1)c1cc2ccc(O)cc2oc1=O,-3.3,-0.5,6,-10
Cc1ccc2nc(NCCN3CCOCC3)c3nncn3c2c1,-0.4,-0.2,-4,1
Cc1ccc(S(=O)(=O)Nc2cc(Cl)c(O)c3ccccc23)c(C)c1,0.3,-0.1,6,-5
CC(C)C[C@@H]1NC(=O)[C@H]2CN(Cc3cnn(-c4cccc(Cl)c4)c3)CCN2C1=O,-1.3,0.2,13,4
Cc1cnc(C(=O)OCCOc2ccc(Br)cc2)cn1,0.0,-0.1,5,2
CCn1cc(C(=O)N2CCC3(CC2)NC(=O)c2cccnc2N3C)c(=O)c2ccc(C)nc21,-0.2,-0.2,-1,-3
O=C(NCc1ccc(Cl)cc1)c1ccc(Cn2nnc3ccsc3c2=O)cc1,0.3,-0.1,12,4
COc1cc(C=C2C(=O)NC(=O)NC2=O)cc(Br)c1O,-0.2,-0.4,4,12
COC(=O)C1=C(C)N(C)C(C)=C(C(=O)OC)C1c1ccc(OCc2ccccc2)cc1,-1.0,0.1,-13,9
COc1cc(Cl)cc(/C=N/N(C)C2=NS(=O)(=O)c3ccccc32)c1O,0.8,0.0,3,-5

# Some of the entries above, set out differently:
SMILES	GPR151 activ	FBW7 activator	MITF primary	TEAD-YAP inh
C/C(=N\NC(=O)c1cccc(Br)c1)c1cc2ccc(O)cc2oc1=O	-3.3	-0.5	6	-10
Cc1ccc2nc(NCCN3CCOCC3)c3nncn3c2c1	-0.4	-0.2	-4	1

# Next entries follow.
SMILES,GPR151 activ,FBW7 activator,MITF primary,TEAD-YAP inh
Cc1ccc(-n2cccn2)c(CN2CCN(Cc3ccccc3)C(CCO)C2)c1 (stereo not drawn),-1.0,0.6,6,-13
Cc1nc2ccc(C(=O)OCc3ccccc3)cc2nc1C,-0.9,1.1,13,-62
COc1ccc(-n2cnc3cc(C(=O)NCc4ccccc4Cl)ccc32)cc1,1.1,0.0,18,-12
O=C(NNC(=O)C1C2CCCCC21)C1CC1c1ccccc1 (stereo not drawn),0.4,0.0,14,-7
COc1ccc(C=NCC(OC)OC)cc1Cl,0.0,0.0,1,1
CC(C)(C)c1nc2ccccc2c2nn(CC(=O)NC3CC3)c(=O)n12,-0.3,0.0,12,6
Cc1[nH]nc2c1C(c1ccc(Cc3ccccc3Cl)cc1)C(C#N)=C(N)O2 (stereo not drawn),0.3,0.0,2,-16
O=C(CCOc1ccccc1)OCC(=O)c1ccc(Br)cc1,0.7,0.2,7,5
CCOC(=O)c1ccc(Nc2c(-c3ccc(C)cc3)c(=O)c2=O)cc1,-0.8,0.0,5,2
CC(=O)c1ccc(NC(=O)CCS(=O)(=O)c2cc3c(cc2C)NC(=O)CO3)cc1,1.0,-0.3,6,6
COc1ccc(C2CC(=O)C3=C(C2)NC(C)=C(C(=O)OC2CCCCC2)C3c2cc3c(cc2Br)OCO3)cc1 (stereo not drawn),-1.1,0.2,18,-3
O=C(Nc1ccc(F)cc1F)NC1CC(=O)N(Cc2ccccc2)C1 (stereo not drawn),0.2,-0.2,-8,-3
COC(=O)c1cc(C(=O)OCC(=O)Nc2ccc3c(c2)OC(F)(F)O3)cc([N+](=O)[O-])c1,1.4,0.1,0,9
COc1cc(C(O)c2ccccc2)c([N+](=O)[O-])cc1OC (stereo not drawn),0.4,-0.1,10,0
CCCCC(=O)N1CCN(c2ccc(OC)cc2[N+](=O)[O-])CC1,-1.0,0.1,-4,-3
CCc1c(C#N)c(N)nc(SCC(=O)c2ccccc2)c1C#N,-1.5,0.7,7,9
COc1ccc(N(CC(=O)NCCC(C)C)S(C)(=O)=O)cc1OC,4.2,-0.1,-39,0
COc1cc(C2C(C#N)=C(N)Oc3n[nH]c(C)c32)cc(Cl)c1OCc1ccccc1C#N (stereo not drawn),2.3,-0.1,12,-3
COc1ccc(NC(=O)Cn2cnc3sc4c(c3c2=O)CCC(C)C4)cc1 (stereo not drawn),0.5,-0.1,11,1
Cc1nn(C(=O)c2ccnn2C)c(C)c1Br,-1.7,0.1,8,1
O=C(N/N=C/c1cccs1)C(=O)Nc1cccc2ccccc12,0.6,-0.1,-5,-4
CCCC(=O)Nc1cccc(Oc2nc(C)cc(C)c2C#N)c1,-0.2,0.7,23,1
Cc1c(Cl)cccc1NC(=O)c1cc2nc(-c3ccco3)cc(C(F)(F)F)n2n1,0.3,0.1,-14,4
